OPRM1-OPRD1 ag: agonists of human mu-delta opioid receptor heterodimerization. P35372+P41143. cells, OPRM1-OPRD1 heterodimerization, luminescence. activation, % at 9.3 µM. 340,000 tested, 0.3% active; in the data active = activation above about 18%;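 also: 0% = vehicle-treated cells and 100% = reference agonist; values of inactives mirror those of a sister screen read the other way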
SUMO Mot1 rescue: inhibitors of SUMOylation pathway: yeast Mot1-301 growth rescue | S. cerevisiae Mot1-301 growth rescue, ATP luminescence, 38.5C; percent above DMSO median, 100 means doubled | growth rescue, % at 18.8 µM | 320,000 tested, 1% active;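 active = every valid replicate shows activation above 250% relative to neutral control wells; inactive = the rest, any valid replicate at or below 250%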;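 also: OY570 slx delta 5 strain wells were the positive control but not used for scaling; some compounds called inactive have numbers as strong as hits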
Ecoli viability: reduces bacterial viability in AddAB counter-screen; E. coli V3065 growth, OD600 absorbance, 18 h; inhibition, % at 11.9 µM; 330,000 tested, 0.27% active;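 active = inhibition above the campaign's mean inhibition across all tested compounds plus 3 SD, cut at about 9.9% in these data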;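 also: uninfected addAB+ strain grown without phage in ampicillin broth; 0% = DMSO wells and 100% = ciprofloxacin 0.95 µg/ml wells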
Pemphigus Ab inh: blocks pemphigus antibody binding to human desmoglein-3; 310,000 tested, 0.48% active; binding (percent of control), % at 10 µM; P32926; DSG3-coupled beads, scFv-anti-DSG3-GFP binding, flow cytometry; hits give low values;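 active = binding more than 3 SD below its plate's average and above zero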;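 also: hits lower antibody fragment binding to DSG3; some compounds called inactive have numbers as strong as hits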
HTR5A ag ctr: HTR5A agonism, opioid heterodimer counter-screen. HTR5A agonist assay, luminescence, cell-based. 340,000 tested, 0.61% active. P47898. activation, % at 9.3 µM; in the data active = activation mostly above about 9.5%, no sharp cut-off; inactive = mostly below about 7.6%;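 also: 0% = cells with vehicle only and 100% = reference agonist; strong numbers were not always called active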
Target sequence (P47898 whole entry, looked up): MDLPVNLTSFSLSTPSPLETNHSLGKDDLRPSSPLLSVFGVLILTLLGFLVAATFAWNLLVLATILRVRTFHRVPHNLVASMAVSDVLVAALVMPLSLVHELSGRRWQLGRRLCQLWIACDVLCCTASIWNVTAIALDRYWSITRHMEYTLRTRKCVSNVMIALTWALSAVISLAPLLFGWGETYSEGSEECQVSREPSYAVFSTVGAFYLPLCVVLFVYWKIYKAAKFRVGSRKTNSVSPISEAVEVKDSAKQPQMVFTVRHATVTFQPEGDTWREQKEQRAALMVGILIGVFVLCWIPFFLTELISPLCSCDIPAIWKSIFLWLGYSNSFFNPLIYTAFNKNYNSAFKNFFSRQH
AddAB inh: less growth of phage-infected E. coli with AddAB | E. coli expressing H. pylori AddAB, absorbance growth | inhibition, % at 11.9 µM | 330,000 tested, 0.29% active | AID 435030; in the data active = inhibition above about 12%;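 also: 0% = vehicle wells of infected cells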
PfHsp90 set2: inhibits growth of yeast expressing Plasmodium falciparum Hsp90; AID 504621; 310,000 tested, 0.32% active; S. cerevisiae expressing PfHsp90, BacTiter-Glo ATP, 48 h; yeast lacking PDR1 and PDR3 efflux regulators; inhibition, % at 9.4 µM;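 active = every replicate shows inhibition above about 80%, whatever the replicate mean, limit read from the data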;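 also: 0% = DMSO neutral controls and 100% = 20 µM radicicol positive controls; yeast relying on Plasmodium falciparum Hsp90 in place of its own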
MOR-DOR inv ag: inverse agonists of human mu-delta opioid receptor heterodimerization. P35372+P41143. cell-based MOR-DOR heterodimer luminescence, inverse agonism. inhibition, % at 9.3 µM. 340,000 tested, 0.21% active. AID 504357; in the data active = inhibition above about 22%, passing the limit was not always enough;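 also: 0% = cells with DMSO and 100% = wells without cells with DMSO; values of inactives mirror those of a sister screen read the other way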
HTR5A inv ctr: inverse agonist of human HTR5A in OPRM1-OPRD1 counter-screen; inhibition, % at 9.3 µM; P47898; AID 504634; HTR5A cell line, luminescence, inverse agonism; 340,000 tested, 0.083% active; in the data active = inhibition mostly above about 23%, no sharp cut-off; inactive = mostly below about 18%;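 also: 0% = cells with DMSO and 100% = no-cell wells with DMSO; some compounds called inactive have numbers as strong as hits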
phage Ecoli inh: E. coli growth loss with phage present | growth absorbance | inhibition, % at 11.9 µM | 360,000 tested, 0.26% active | AID 651602; in the data active = inhibition above about 11%
PKA-R1A activ: activates the PKA-R1A holoenzyme complex; P00514+P68181; PKA-R1A dissociation, Cy5-IP20 fluorescence polarization; scaled: DMSO 0%, 113 µM cGMP 100%; activation, % at 11.4 µM; 340,000 tested, 0.083% active; AID 504707;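 active = percent activation above the mean of all tested compounds plus 3 SD, cut at about 19% in these data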;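 also: higher means more PKAc released from R1A so a rise in polarization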
An asterisk follows results filed as active; nt = no result given.

Every second line gives: MOR-DOR inv ag, PKA-R1A activ, HTR5A inv ctr, Ecoli viability, SUMO Mot1 rescue, AddAB inh, PfHsp90 set2, OPRM1-OPRD1 ag, phage Ecoli inh, HTR5A ag ctr, Pemphigus Ab inh
O=C(CCN1N=C(c2ccccc2)CCC1=O)NCC1COc2ccccc2O1 (stereo unspecified)
→ 10, -3, 20, -0.5, 4, -1.6, -7, -2.1, 0.7, -5, 99
CC1=CN(S(=O)(=O)c2ccc(C)cc2)C[C@@H]2c3ccccc3N(S(=O)(=O)c3ccc(C)cc3)[C@H]12
→ 20, -7, -8, -2.1, nt, -1.9, -18, -4.1, 0.4, 2, 101
COc1cc2c(cc1OC)C(COc1cc(C)cc(C)c1)N(C(C)=O)CC2 (stereo unspecified)
→ 15, -2, -3, -4.1, -10, 2.2, -19, -2.8, 1.2, 1, 105
CC(=O)NC(Cc1ccccc1)C(=O)N1CCN(C(=O)c2ccco2)CC1 (stereo unspecified)
→ 5, -10, 17, 2.4, -14, 3.0, 16, -0.9, nt, 6, 102
CCC1(c2ccc(Cl)cc2)NC(=O)N(CC(=O)NCc2ccc(F)cc2)C1=O (stereo unspecified)
→ 7, -5, -10, 0.1, -14, 1.4, -2, -1.0, 2.8, 4, 98
COc1ccc(C(=O)N2CCN(c3ncccn3)CC2)cc1S(=O)(=O)N1CCOCC1
→ 9, -9, -17, 0.9, -6, 1.1, -13, -1.7, 0.5, 5, 101
O=C1N/C(=C/c2cccs2)C(=O)N1Cc1ccccc1F
→ -13, -2, -10, 0.3, 19, 2.0, -2, 1.9, 2.6, 4, 102
O=[N+]([O-])/C(C(Cl)=C(Cl)Cl)=C(\Sc1ccccc1)N1CCCCC1
→ 13, 11, 2, 0.6, -16, -1.4, 6, -2.5, 2.1, -1, 99
CC(Oc1ccc(Br)cc1)C(=O)NCc1ccccn1 (stereo unspecified)
→ 16, -5, -8, 0.7, -1, -0.6, -60, -3.1, 2.3, 3, 106
Cc1c(C=O)c2ccccc2n1CC(=O)NC(C)c1ccccc1 (stereo unspecified)
→ 10, 2, -13, -3.1, -7, -1.6, -3, -2.1, 3.2, 0, 98
Cc1cccc(NC(=O)NC(C)CCc2ccccc2)c1 (stereo unspecified)
→ -17, -7, -9, -1.6, 20, 0.9, 2, 2.3, 2.9, 3, 98
Cc1ccc(C(=O)N2CCc3ccccc32)cc1
→ 23, 3, -11, -0.2, 7, -1.1, -4, -5.0, -0.2, -3, nt
CC(=O)N1CCC(C(=O)NCCOc2ccc(C)cc2)CC1
→ -6, -7, 4, 0.2, -12, 1.7, -15, 0.8, 1.9, -1, nt
Cc1cc(C(=O)N/N=C/c2cccc([N+](=O)[O-])c2)c2ccccc2n1
→ 7, -8, 8, 1.4, 292, 3.1, -4, -1.1, 4.3, -3, 90
Cc1cc(C)n(C(=O)CCCn2cc([N+](=O)[O-])cn2)n1
→ 13, -4, 1, 1.2, -1, 4.9, 10, -2.8, 0.2, -1, nt

The last 5 compounds of the part before lead into the next:
Every second line gives: MOR-DOR inv ag, PKA-R1A activ, HTR5A inv ctr, Ecoli viability, SUMO Mot1 rescue, AddAB inh, PfHsp90 set2, OPRM1-OPRD1 ag, phage Ecoli inh, HTR5A ag ctr, Pemphigus Ab inh
Cc1cccc(NC(=O)NC(C)CCc2ccccc2)c1 (stereo unspecified)
→ -17, -7, -9, -1.6, 20, 0.9, 2, 2.3, 2.9, 3, 98
Cc1ccc(C(=O)N2CCc3ccccc32)cc1
→ 23, 3, -11, -0.2, 7, -1.1, -4, -5.0, -0.2, -3, nt
CC(=O)N1CCC(C(=O)NCCOc2ccc(C)cc2)CC1
→ -6, -7, 4, 0.2, -12, 1.7, -15, 0.8, 1.9, -1, nt
Cc1cc(C(=O)N/N=C/c2cccc([N+](=O)[O-])c2)c2ccccc2n1
→ 7, -8, 8, 1.4, 292, 3.1, -4, -1.1, 4.3, -3, 90
Cc1cc(C)n(C(=O)CCCn2cc([N+](=O)[O-])cn2)n1
→ 13, -4, 1, 1.2, -1, 4.9, 10, -2.8, 0.2, -1, nt
CCOc1ccc(S(=O)(=O)NCc2ccc3c(c2)OCO3)cc1C
→ 1, 5, 14, 2.4, 15, 4.1, -10, -0.3, 1.1, 8, 99
COc1ccc2c(c1)[nH]c1c(=O)n(/N=C/c3ccc(OC)c(COc4ccccn4)c3)cnc12
→ 16, -2, 4, -2.1, 22, -0.8, -40, -3.0, 5.5, -2, 109
O=C(/C=C/c1ccccc1)NNC(=O)c1cccs1
→ 8, -7, -22, 1.2, -3, -0.6, nt, -1.7, -0.9, 5, 118
O=C(CSc1nnnn1-c1cccnc1)Nc1ccccc1F
→ -2, 6, -3, 0.3, 1, 0.0, -1, 0.3, 0.8, 1, 120
O=C(COc1ccc(Br)cc1CNCCc1ccccc1)NCc1ccccc1
→ -32, -6, -17, -5.0, nt, 3.2, 5, 5.9, 1.9, 6, 104
O=C(CS(=O)(=O)c1ccccc1)Nc1ccc(Br)cn1
→ 20, 8, -1, -1.1, -6, 1.3, 26, -3.8, 5.1, -3, 59*
Cc1c(NC(=O)C(C)C)cccc1-c1nc2ncccc2o1
→ 12, 3, 7, 0.5, 7, -0.8, -7, -2.5, 4.0, -2, 83
CC(OC(=O)c1nsc(Cl)c1Cl)C(=O)NCc1ccc2c(c1)OCO2 (stereo unspecified)
→ -2, 0, -8, -0.9, 4, 2.0, 3, 0.4, 3.1, 3, 103
O=C(NCC1CCCO1)c1ccc(S(=O)(=O)Nc2ccc(F)cc2)cc1 (stereo unspecified)
→ 15, -6, 1, nt, nt, nt, -7, -3.1, 2.2, -1, 103
O=C(O)/C(=C/c1ccc(Cl)c([N+](=O)[O-])c1)c1ccc(S(=O)(=O)N2CCCCC2)s1
→ 5, 1, 5, nt, nt, nt, -41, -0.9, 0.9, -1, 112
CC(C)N(C(=O)CSc1nc2ccccc2n1Cc1ccccc1F)C(C)C
→ -3, -8, -21, -0.2, 107, -0.2, 8, 0.7, -1.1, -2, 103
C=CCC[C@H](Cc1ccc(F)cc1)C(=O)OC[C@@H](Cc1c[nH]c2ccccc12)NC(=O)[C@H](CC=C)CC(=O)N(CCO)Cc1ccccc1
→ -8, -11, 10, -0.3, 6, 1.2, 16, 1.4, 0.8, -2, nt
O=C(O)c1ccc(-n2cc(C(=O)c3ccccc3O)cn2)cc1
→ 14, -8, 0, -0.9, 5, -2.1, -5, -3.1, -1.3, 0, 94
COc1cccc(N2CCN(CC(=O)C34CC5CC(CC(C5)C3)C4)CC2)c1
→ 1, -6, 5, 3.4, nt, 1.0, -3, -0.1, 3.1, 7, 105
NS(=O)(=O)c1ccc(CCNC(=O)CC(NC(=O)c2ccccc2Cl)c2ccccc2)cc1 (stereo unspecified)
→ -3, -2, -4, -2.0, -9, -2.2, -9, 0.6, 15*, 1, 94
CCN(C[C@H]1N[C@@](C)(C(=O)OC)[C@H]2C(=O)N(Cc3ccccc3)C(=O)[C@@H]12)C(=O)Nc1ccc(OC)cc1
→ 6, -5, 7, -0.7, -14, 0.3, 12, -1.3, 2.6, -2, 88
COc1ccc(C(=O)N/N=C\c2ccc(OC)c(COc3ccccc3Br)c2)c(OC)c1
→ -21, -7, -20, -0.7, 8, 0.1, 14, 3.0, 2.1, 10*, 100
COc1cc(CNCc2ccco2)ccc1OCc1ccccc1
→ 1, 1, -13, -1.2, -6, -3.4, 24, -0.2, -1.2, -1, 97
Cc1ccccc1C(=O)N1CCC(n2nccc2NC(=O)CCOc2ccccc2)CC1
→ 1, -16, -3, -1.4, -28, 3.0, -13, -0.2, -0.7, 2, nt
COc1cc(C2C3=C(CC(C)(C)CC3=O)N(C)C3=C2C(=O)CC(C)(C)C3)ccc1O
→ 6, -8, -2, nt, 157, nt, 21, -1.3, -1.6, 1, 110
CC1=Nc2ccccc2N=C(NC(=O)CSC(=S)N2CCN(C)CC2)C1c1ccccc1 (stereo unspecified)
→ 15, -2, 6, -0.2, 13, 1.1, -6, -3.0, 1.2, -1, 110
CC(=O)N(c1ccccc1)c1ccc([N+](=O)[O-])cc1[N+](=O)[O-]
→ -34, 0, -5, 0.3, -5, 0.3, 3, 5.5, 2.9, 2, 98
Cc1ccccc1NC(=O)CSc1nnc(C)c2ccccc12
→ -2, 6, 8, -0.9, 12, 2.8, 2, 0.3, 1.1, -5, 121
CCOC(=O)C1=CN(Cc2ccco2)S(=O)(=O)N(CC)C1c1ccc(C(F)(F)F)cc1 (stereo unspecified)
→ 11, 0, -15, 1.6, nt, -1.1, 9, -2.3, 3.3, 4, 104
O=C(NC1=NCCS1)c1cccs1
→ -5, 6, -1, 1.6, 6, 1.8, 3, 1.3, 1.7, 7, 112
O=C(O)c1ccc(N2C(=O)CC(N3CCC(c4nc5ccccc5[nH]4)CC3)C2=O)cc1 (stereo unspecified)
→ 10, -1, -12, 4.7, 5, 1.0, 14, -1.9, 3.0, 4, 101
CC(=O)C1=C(O)CCC1=N
→ 1, -3, -12, -0.1, -5, 1.3, 19, -0.3, -0.6, 8, 98
COc1ccc(/C=C(/NC(=O)c2ccco2)C(=O)N2CCc3ccccc32)cc1OC
→ 12, 6, 11, -2.5, -20, 0.2, 0, -2.2, 2.7, 0, 111
O=C(NNc1ccnc2cc(Cl)ccc12)C1CCCCC1
→ -11, -3, -13, -1.4, 1, -0.3, -10, 2.1, 2.4, 5, 108
Cc1ccc(S(=O)(=O)N(CCO)c2cc3c(s2)CCCC3)cc1
→ -22, -11, 14, 0.5, 106, 2.2, -23, 5.4, 2.4, 5, nt
CC1=CN2C(=N)/C(=C\c3cn(CCCOc4ccccc4)c4ccccc34)C(=O)N=C2S1
→ -5, 0, 2, 0.3, -11, 2.6, 0, 0.8, 1.6, 0, 104

High-throughput results: PubChem BioAssay, several laboratories

Compounds were not picked by outcome. Share with any hit: about 3.2%.
